# High-throughput results as filed in PubChem BioAssay.
# FUS yeast rescue – qHTS for Suppressors of FUS Proteinopathy: Primary screen using FUS-linked yeast assay; S. cerevisiae FUS-expressing, growth rescue, OD600, 24 h; Potency, µM (top dose mostly 76.6 µM), inactives show at the top dose growth rescue (activation), hits mostly activators; 390,000 compounds, 0.24% hits; AID 1347120, 2019;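 also: potency is read from the fitted curve at half-maximal effect; plate controls were DMSO vehicle for no effect and reference control for full effect; nearly all actives have a fitted effect of over 55% in size; some results filed as inactive show a strong effect at the top dose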
#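 Toxicity suppression screen in FUS-yeast. Cells induced with 2% galactose, starting OD 0.005, treated 24hr at 30C with compounds at multiple final concentrations; growth by OD600.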
# EPAC2 ag – qHTS for Agonist of cAMP-regulated guanine nucleotide exchange factor 4 (EPAC2): primary screen. 360,000 compounds, 0.079% hits. AID 720711, 2013. EPAC2 activation, biochemical qHTS; response scale: 100% = 6.5 mM cAMP response. Potency, µM (top dose mostly 154 µM), for inactives: at the top dose activation, most hits filed as activators; also: potency is read from the fitted curve at half-maximal effect; nearly all actives have a fitted effect of over 50% in size
# Target sequence (Q8WZA2 whole entry, looked up): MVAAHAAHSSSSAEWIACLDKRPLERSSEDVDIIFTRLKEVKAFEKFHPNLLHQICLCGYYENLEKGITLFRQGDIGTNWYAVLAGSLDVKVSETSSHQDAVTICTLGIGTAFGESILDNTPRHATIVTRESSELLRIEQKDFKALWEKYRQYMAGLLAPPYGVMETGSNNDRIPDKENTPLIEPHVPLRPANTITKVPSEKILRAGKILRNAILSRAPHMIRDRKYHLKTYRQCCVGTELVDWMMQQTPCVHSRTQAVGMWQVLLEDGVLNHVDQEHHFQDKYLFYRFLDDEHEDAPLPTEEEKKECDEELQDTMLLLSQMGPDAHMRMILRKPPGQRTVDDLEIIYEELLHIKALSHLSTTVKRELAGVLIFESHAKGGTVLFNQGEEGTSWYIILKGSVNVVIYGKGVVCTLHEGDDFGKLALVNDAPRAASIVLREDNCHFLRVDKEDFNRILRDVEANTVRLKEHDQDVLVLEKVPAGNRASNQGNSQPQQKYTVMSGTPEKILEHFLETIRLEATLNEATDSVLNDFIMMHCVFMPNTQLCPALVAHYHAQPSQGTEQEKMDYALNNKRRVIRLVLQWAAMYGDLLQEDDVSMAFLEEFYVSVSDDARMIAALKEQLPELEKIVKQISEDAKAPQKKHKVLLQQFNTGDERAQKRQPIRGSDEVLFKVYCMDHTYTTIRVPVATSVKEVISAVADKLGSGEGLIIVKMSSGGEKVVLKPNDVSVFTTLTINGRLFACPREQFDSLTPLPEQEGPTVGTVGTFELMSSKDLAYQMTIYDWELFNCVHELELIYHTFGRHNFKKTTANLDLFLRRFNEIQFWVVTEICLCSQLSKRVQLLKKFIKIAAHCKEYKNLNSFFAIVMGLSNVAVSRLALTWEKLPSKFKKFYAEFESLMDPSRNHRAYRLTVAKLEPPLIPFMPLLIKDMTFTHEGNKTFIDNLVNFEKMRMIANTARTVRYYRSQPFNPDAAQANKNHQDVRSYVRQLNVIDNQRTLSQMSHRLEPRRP
#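 In this primary screen, activation is scored as increased exchange of BODIPY-GDP from Rap1B by 100 nM EPAC2, with 50 uM GDP as competitor. Signal is normalized to the 6.5 mM cAMP agonist control.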
# DRD3 agonist – qHTS of D3 Dopamine Receptor Agonist: qHTS; D(3) dopamine receptor (Homo sapiens), P35462; D3R DiscoveRx beta-arrestin cells, luminescence, 90 min; max activation, %; 410,000 compounds, 0.58% hits; in the data active = max activation above about 30%; also: 0% is about no effect; mostly tested at two doses, the higher about 12 µM
#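 Agonist-mode cell screen: cells plated at 1500/well and incubated overnight at 37 °C, then exposed to library compounds for 90 min at 37 °C. Detection reagent was added for 30–60 min at room temperature, and luminescence was read.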
# EPAC2 antag – qHTS for Antagonist of cAMP-regulated guanine nucleotide exchange factor 2 (EPAC2): primary screen | Rap guanine nucleotide exchange factor 4 (Homo sapiens), Q8WZA2 | EPAC2 GEF exchange of Rap1B-BODIPY-GDP, fluorescence | Potency, µM (highest dose often 114 µM), without a hit: at the top dose activity, negative = inhibition, hits mostly inhibitors | 360,000 compounds, 0.18% hits | AID 720708, 2013; also: potency is read from the fitted curve at half-maximal effect; % is scaled to controls: 0 for no effect and ±100 for the full control effect; nearly all actives have a fitted effect of over 45% in size; many of its hits are not listed in these tables
# TDP43 rescue – qHTS of TDP-43 Inhibitors. 410,000 compounds, 1.8% hits. TDP-43 expressing yeast growth rescue, BacTiter-Glo, 24 h. Potency, µM (series often up to 46.1 µM), inactives show at the highest dose growth rescue (activation), hits mostly activators; also: potency is read from the fitted curve at half-maximal effect; % of control where 0% means no effect; nearly all actives have a fitted effect of over 50% in size
#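 Galactose-induced TDP-43 yeast, OD600=0.02, compound pinned; 24 hr, 30 deg C; BacTiter-Glo luminescence for growth. Inhibitors of TDP-43 toxicity read as activators.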
# D3 antag – qHTS of D3 Dopamine Receptor Antagonist: qHTS; D(3) dopamine receptor (Homo sapiens), P35462; D3R cells, DiscoveRx beta-arrestin luminescence, antagonist mode; active compounds read low; max response, negative = inhibition, %; 360,000 compounds, 2.5% hits; in the data active = max response below about -50%; inconclusive = no clear call, values can overlap the other calls; also: % is scaled to controls: 0 for no effect and ±100 for the full control effect; mostly tested at two doses, the higher about 12 µM
#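 Cells expressing the human receptor were seeded at 1500 cells/well, incubated overnight at 37 degrees C in 5% CO2, then exposed to library compounds with dopamine controls for 90 minutes at 37 degrees C before luminescent detection.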
# Abeta yeast res – qHTS for compounds that reverse cellular toxicity of Amyloid beta (A-beta) peptide in yeast: Primary Screen. yeast expressing A-beta42, growth rescue, OD600, 48 h; response scale: 0% DMSO, 100% iron-clioquinol control. Potency, µM (highest dose often 46.1 µM), inactives show at the highest dose growth rescue, hits mostly activators. 410,000 compounds, 0.063% hits. AID 1347071, 2019; also: potency is read from the fitted curve at half-maximal effect; nearly all actives have a fitted effect of over 55% in size
#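 Yeast A-beta toxicity model in growth medium with pinned compounds, 48 h at 30 C; growth read as absorbance at 600 nm. Normalized to FeCl3/clioquinol equimolar mix (positive) and DMSO (negative).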
# aSyn yeast inh – qHTS of alpha-syn Inhibitors; 370,000 compounds, 0.14% hits; AID 652106, 2013; Potency, µM (highest dose often 46.1 µM), for inactives: at the highest dose growth rescue (activation), most hits filed as activators; Yeast expressing alpha-synuclein, growth rescue, BacTiter-Glo, 24 h; also: potency is read from the fitted curve at half-maximal effect; % of control where 0% means no effect; nearly all actives have a fitted effect of over 65% in size
#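 Rescue of yeast growth: cells expressing toxic alpha-synuclein, induced in galactose at OD600 0.02, incubated with compound 24 h at 30 C. ATP luminescence quantified growth; inhibitors of toxicity appear as activators.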
# * hit, by the source's call; ? = inconclusive; . = not tested or not shown; [ ] = another dose, or the depositor's remark. Unless noted, calls follow the shape of the dose curve; as a rule, active = well fitted curve in the direction sought with a large enough effect; inconclusive = small, poorly fitted or top-dose-only effect, or another doubt; inactive = no such curve, though single readings can be large; an effect the other way counts as inactive or inconclusive. An excerpt, so the mix of outcomes need not match the whole.
# The line under a structure holds: FUS yeast rescue	EPAC2 ag	DRD3 agonist	EPAC2 antag	TDP43 rescue	D3 antag	Abeta yeast res	aSyn yeast inh
O=C(CCNC(=O)N1CCn2c1nc1ccccc12)NCc1ccc(Cl)cc1
→ 7%	3%	5	1%	4%	-2	9%	-7%
Cn1ccc(C(=O)NC(=S)Nc2ccc([N+](=O)[O-])cc2O)n1
→ 36%	-5%	-6	-18%	-20%	-10	0%	-2%
CCOC(=O)C1=C[C@@H](CC)N(S(=O)(=O)c2ccccc2)[C@H]1c1ccccc1
→ 18%	13%	8	-28%	0%	17	-1%	2%
O=C(COC(=O)c1ccccc1C(=O)OCC(=O)NCCc1c[nH]c2ccccc12)NCCc1c[nH]c2ccccc12
→ 43%	8%	14	-9%	-8%	38	-10%	-2%
CC1(C)CC(=O)N(CC(=O)NC2CCCC2)c2ccccc2S1(=O)=O
→ -15%	5%	0	3%	-8%	-14	2%	-2%
CCN(CC)CCn1c2ccccc2c2nc3ccccc3nc21
→ -4%	0%	-5	10%	1%	6	-15%	5%
Cc1ccc(CCNC(=O)CN(C)S(=O)(=O)c2ccc3c(c2)c(=O)n(C)c(=O)n3C)cc1
→ 7%	-16%	-3	6%	0%	31	-10%	2%
Cc1ccc(C)c(S(=O)(=O)N2CCN(C(=O)CCc3c[nH]c4ccccc34)CC2)c1
→ ?	4%	-3	-19%	25%	7	12%	5%
CC(C)OC(=O)C1C(=O)CC(C)(O)C(C(=O)OC(C)C)C1c1ccc(F)cc1 (stereo not given)
→ 10%	-3%	2	-8%	-9%	10	18%	2%
O=C(CN1CCN(Cc2ccccc2Cl)C1=O)NCCCN1CCOCC1
→ -11%	3%	4	2%	-3%	-15	-2%	-4%
Cc1cc(-n2ccc(=O)[nH]c2=O)nc(-c2ccccc2)n1
→ 1%	-4%	2	7%	24%	0	7%	-6%
COC(=O)[C@]1(Cc2ccccc2)N[C@H](CN(C)C(=O)C2CCCCC2)[C@@H]2C(=O)N(C)C(=O)[C@@H]21
→ -17%	2%	16	-2%	16%	16	-3%	1%
CCN(CC(=O)Nc1ccc(OC)cc1)C(=O)CCS(=O)(=O)c1ccc(C)cc1
→ .	7%	-6	3%	2%	-22	-21%	-4%
COc1ccc(/C=C2\N=C(SC)N(C)C2=O)cc1
→ .	-10%	2	8%	17%	7	-12%	-10%
O=C(Cc1ccccc1F)NC1CCCN(Cc2ccc(Cl)cc2)C1 (stereo not given)
→ -13%	9%	-24	11%	-14%	0	-14%	2%
C=CCN1C(=O)OC2(CCCCC2)C1(C)O (stereo not given)
→ .	-9%	-8	-4%	2%	0	-15%	-3%
CN(C)Cc1c(O)ccc2c(=O)c(-c3ccccc3Cl)c(C(F)(F)F)oc12
→ -16%	1%	-3	6%	-5%	0	16%	-3%
COc1ccc(CN(CC(=O)NCc2ccco2)C(=O)CCC(=O)Nc2nccs2)cc1
→ 35%	9%	1	0%	-34%[inhibitor]	?	35%	-1%
CC(Oc1ccccc1Cl)C(=O)N(Cc1cccs1)C1CCS(=O)(=O)C1 (stereo not given)
→ 6%	8%	-7	-6%	-3%	-25	-24%	1%
Cc1ccc(N2C(=O)CC(NNc3nc4ccccc4s3)C2=O)cc1C (stereo not given)
→ .	-11%	2	0%	20%	6	9%	-9%
Cn1nnnc1SCc1ccc([N+](=O)[O-])cc1
→ -2%	3%	-6	-8%	11%	8	3%	0%
Cc1ccc(C(C)C)c(OCCN)c1
→ 8%	3%	-14	-1%	-10%	-19	12%	0%
Cc1c(C(=O)NCc2ccc3c(c2)OCO3)oc2ccc(S(=O)(=O)N3CCCC3)cc12
→ 27%	9%	3	-4%	11%	2	20%	2%
CCCCN1C(=O)C(CC(=O)NCC2CCCCC2)CC(C(=O)N2CCCCCC2)=C1C (stereo not given)
→ 15%	1%[76.9 µM]	.	10%[57.1 µM]	?	.	.	.
Cc1cc(OCCOCCN2CCCC2)ccc1C(C)C
→ 3%	4%	-10	6%	-2%	-58*	9%	-4%
CC(c1ccccc1)N1C(=O)NC(NC(=O)C(C)(C)C)(C(F)(F)F)C1=O (stereo not given)
→ -17%	-15%	2	14%	-5%	3	-3%	-12%
COc1ccc(CCNc2oc(-c3cccc4ccccc34)nc2P(=O)(OC)OC)cc1OC
→ 13%	3%	6	-17%	-20%	6	6%	8%
CN(C)CCNC(=O)c1ccc2c(c1)NC(=O)c1ccccc1S2
→ -20%	5%	-1	-2%	6%	13	-3%	-3%
Cc1ccccc1C(=O)NNC(=O)c1ccc(Br)cc1
→ -34%	-1%	1	-1%	-9%	6	-4%	0%
CCc1cccc(NC(=O)Cn2c(=O)ccc3cc(S(=O)(=O)N4CCC(C)CC4)ccc32)c1
→ -13%	.	-5	.	-10%	.	-16%	14%

# An excerpt of the results above:
# The line under a structure holds: FUS yeast rescue	EPAC2 ag	DRD3 agonist	EPAC2 antag	TDP43 rescue	D3 antag	Abeta yeast res	aSyn yeast inh
Cc1ccccc1C(=O)NNC(=O)c1ccc(Br)cc1
→ -34%	-1%	1	-1%	-9%	6	-4%	0%
CCc1cccc(NC(=O)Cn2c(=O)ccc3cc(S(=O)(=O)N4CCC(C)CC4)ccc32)c1
→ -13%	.	-5	.	-10%	.	-16%	14%

# Remaining list, next part.
# The line under a structure holds: FUS yeast rescue	EPAC2 ag	DRD3 agonist	EPAC2 antag	TDP43 rescue	D3 antag	Abeta yeast res	aSyn yeast inh
Cc1ccc(Cl)cc1NC(=O)CNCC(c1ccccc1)N(C)C (stereo not given)
→ 5%	-6%	-33	1%	16%	-26	9%	2%
COc1ccc(CN2C(=O)c3ccccc3C2C(=O)NC2CCCC(C)C2C)c(OC)c1 (stereo not given)
→ 31%	2%	-14	-6%	12%	-3	5%	-6%
O=[N+]([O-])c1cc(C(F)(F)F)ccc1Sc1ccccn1
→ .	23%	-15	5%	0%	?	0%	-1%
Cc1ccccc1NC(=O)Cc1nnc(SCC(=O)c2ccc(Br)cc2)n1C
→ 12%	-4%	-4	4%	-17%	29	0%	-3%
CN(NC1OC(=O)c2ccccc21)c1ccc(Cl)cc1[N+](=O)[O-] (stereo not given)
→ -14%	-4%	1	0%	?	?	-4%	-50%[inhibitor]
CCOC(=O)c1[nH]c(C)c(/C(O)=C2\C(=O)C(=O)N(CCN3CCOCC3)C2c2cccs2)c1C (stereo not given)
→ -5%	5%	-8	-1%	-11%	-6	2%	.
COc1ccc(/C=C/C(=O)Nc2ccc(S(=O)(=O)Nc3cc(C)nc(C)n3)cc2)cc1OC
→ 19%	0%	6	?	17%	-14	13%	-1%
CCOc1ccc2[nH]c(=O)c(CN(CCOC)C(=O)N3CCOCC3)cc2c1
→ 9%	0%	2	5%	-2%	6	-2%	0%
Cn1cc(S(=O)(=O)N2CCCCCC2)cc1C(=O)NCc1ccc(F)cc1
→ 8%	.	8	.	11%	.	-3%	.
Clc1ccc(-c2nnc3n2-c2ccccc2SC3)cc1
→ -76%[inhibitor]	10%	-3	2%	-2%	-9	-19%	-1%
Cc1nc2cc(C(F)(F)F)ccc2n1C1CCN(CC(=O)NC(C)(C)C)CC1
→ 8%	-12%	1	-3%	8%	15	-1%	2%
COc1ccc(Oc2nnnn2-c2ccccc2)cc1
→ 7%	3%	9	14%	11µM*	5	7%	-6%
CC(C)Cn1c(-c2cccs2)nc2nc3ccccc3nc21
→ 8%	6%	7	-4%	?	8	-22%	6%
NC(=O)NC(=O)COC(=O)c1ccc(OC(F)(F)F)cc1
→ -11%	1%	0	1%	0%	-2	-1%	-2%
Cc1cc(C)n2nc(C(=O)Nc3ccc(S(=O)(=O)N4CCCCC4)cc3)nc2n1
→ -17%	2%	-1	-5%	9%	0	8%	2%
CCCn1c(CN2CCN(C(=O)OCC)CC2)nc2cc(NC(=O)C(C)C)ccc21
→ -6%	8%	-5	11%	-6%	-3	8%	0%
CC(=O)c1ccc(NC(=O)c2ccc(-c3nc(COc4ccc(C)cc4)c(C)o3)cc2)cc1
→ 17%	.	3	.	-2%	.	-14%	.
CC1CCCC(C)N1C(=O)COC(=O)CCc1nc2ccccc2c(=O)[nH]1 (stereo not given)
→ -10%	-3%	3	7%	9%	11	18%	0%
CCCNC(=O)C1(C)CCCN(C(=O)c2ccc(OC(F)F)cc2)C1 (stereo not given)
→ -25%	10%	6	-9%	3%	1	-14%	-12%
O=C(Nc1ccc(Cl)cc1)c1cccc(S(=O)(=O)Nc2ccccn2)c1
→ .	-10%	0	28%	4%	0	-2%	-4%
CCCCOC(=O)c1ccc(NC(=O)c2ocnc2C)cc1
→ 22%	-4%	3	4%	-19%	16	-39%[inhibitor]	-8%
Cc1ccc(C)c(NCc2ccccc2CO)c1
→ 17%	8%	-6	?	12%	-2	-3%	1%
COC(=O)c1ccc(CNC(=O)CSC(C)C(=O)Nc2cc(C)on2)cc1 (stereo not given)
→ -14%	5%	-1	-2%	15%	1	9%	-1%
O=C(O)C1CCN(C(=O)c2csc(-c3ccc4c(c3)CCO4)n2)CC1
→ -9%	-1%	-3	-8%	1%	-8	1%	-8%
CNC(=O)c1sc(-c2cccs2)nc1C
→ 5%	2%	-1	16%	19%	-11	-24%	-4%
COc1ccc(C(=O)C2CCN(CC(=O)Nc3ccc(OC)cc3OC)CC2)cc1
→ 15%	6%	-5	-7%	9%	8	11%	-6%
CCc1ccc(OCc2n[nH]c(=S)n2C(C)CCCC(C)C)cc1 (stereo not given)
→ 15%	-17%	0	?	2%	6	?	13%
Cc1nc2ccccc2c(=O)n1Nc1cccc(Cl)c1
→ -4%	-12%	1	-4%	-5%	5	10%	2%
Cc1ccc2c(c1)N(S(=O)(=O)c1cc(-c3cc(C)no3)ccc1C)CCO2
→ 29%	6%	0	-25%	29%	-7	.	?
CC(Sc1nc2ccccc2n1C)C(=O)Nc1ccc(N2CCOCC2)cc1 (stereo not given)
→ 19%	3%	6	-4%	8%	1	7%	-4%
C[C@@H]1CN([C@H](C)CO)C(=O)CCCn2cc(nn2)CO[C@H]1CN(C)C(=O)c1ccccc1
→ -17%	6%	3	7%	?	14	-3%	10%
NS(=O)(=O)c1ccc(CCNC(=O)CNCCc2ccccc2)cc1
→ 2%	4%	7	11%	-3%	1	-15%	-1%
